# hIAP block – human IAP inhibitors, primary screen, biochemical, luminescence, uHTS; Intestinal-type alkaline phosphatase (Homo sapiens), P09923; purified IAP, CDP-Star luminescence, 30 min; inhibition, % at 10 µM; 0.12% of 330,000 active; AID 2544, 2010;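 active means inhibition reaching a set limit with compound at 10 µM in the primary screen, cut at about 35% in these data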;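 further: plate controls were DMSO wells with enzyme for no effect and no-enzyme buffer wells for full effect; values of inactives mirror those of a sister screen read the other way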
# NALP3 yeast inh – NALP3 inflammasome inhibitors in reconstituted yeast, primary screen, luminescence, uHTS; Yeast reconstituted NLRP3/ASC/caspase-1, beta-gal luminescence, 24 h; inhibition, % at 10 µM; 0.39% of 330,000 active;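 active means inhibition of 50% or more; inactive means inhibition below 50%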;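 further: plate controls were induced DMSO wells for no effect and uninduced yeast grown without galactose for full effect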
# mIAP block – inhibitors of mouse IAP, primary screen, biochemical, luminescence, uHTS; intestinal alkaline phosphatase [Mus musculus]; purified mouse IAP, CDP-Star luminescence, 30 min; inhibition, % at 10 µM; 0.2% of 330,000 active; AID 2806, 2010;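 active means inhibition of at least 40% at 10 µM in the primary screen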;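 further: plate controls were DMSO with enzyme for no effect and no enzyme wells for full effect; values of inactives mirror those of a sister screen read the other way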
# beta cell repl – inducers of MIN6 beta-cell proliferation, primary screen, ATP luminescence, uHTS; 0.29% of 330,000 active; MIN6 cells proliferation, ATPlite luminescence, 48 h; cells starved in 0.2% serum; 100% = growth in 10% serum; proliferation, % at 10 µM;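 active means compounds whose signal lies at least 3.5 SD above the mean of all wells on their plate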;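 further: 0% = DMSO-treated cells in low-serum medium and 100% = 10% serum control; some compounds called inactive have numbers as strong as hits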
# APOBEC3G inh – APOBEC3G DNA deaminase inhibitors, primary screen, biochemical, fluorescence, single-stranded DNA substrate, uHTS. DNA dC->dU-editing enzyme APOBEC-3G (Homo sapiens), Q9HC16. recombinant A3G, ssDNA deamination FAM/TAMRA fluorescence. inhibition, % at 20 µM. 0.28% of 330,000 active. AID 493012, 2011;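 active means inhibition of at least 40% at 20 µM, with no more than 30% in the related APOBEC3A deaminase screen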;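 further: plate controls were DMSO wells with A3G for no effect and wells lacking A3G enzyme for full effect; some compounds called inactive have numbers as strong as hits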
# Target sequence (Q9HC16 whole entry, looked up): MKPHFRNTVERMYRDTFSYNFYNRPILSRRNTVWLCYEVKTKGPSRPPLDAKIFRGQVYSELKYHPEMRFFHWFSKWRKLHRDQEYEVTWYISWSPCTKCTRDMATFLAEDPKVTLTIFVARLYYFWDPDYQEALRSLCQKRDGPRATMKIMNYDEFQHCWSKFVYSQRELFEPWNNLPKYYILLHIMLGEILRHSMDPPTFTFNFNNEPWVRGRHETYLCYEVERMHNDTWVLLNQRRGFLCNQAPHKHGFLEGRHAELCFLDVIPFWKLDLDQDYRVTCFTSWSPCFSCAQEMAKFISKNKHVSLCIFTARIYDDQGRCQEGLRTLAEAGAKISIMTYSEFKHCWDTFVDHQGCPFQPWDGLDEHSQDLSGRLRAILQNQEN
# mIAP act – activators of mouse IAP, primary screen, biochemical, luminescence, uHTS. intestinal alkaline phosphatase [Mus musculus]. muIAP, CDP-Star luminescence, 30 min; active compounds read high; 1 = vehicle-only enzyme signal, 0 = enzyme-free wells. activation factor at 10 µM. 0.24% of 330,000 active. AID 2805, 2010;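 active means activation factor of at least 2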; further: the source names both 10 and 20 µM as test concentration; values of inactives mirror those of a sister screen read the other way
#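 System: Mouse IAP enzyme | Also added: CDP-Star substrate | Dosing: Compounds dispensed in DMSO | Schedule: 30 min enzyme-substrate-compound incubation at room temperature | Technique: Chemiluminescence readout | Control set: DMSO-only wells and no-enzyme negative control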
# A3A deaminase – APOBEC3A ssDNA deaminase inhibitors, primary screen, selectivity assay for APOBEC3G inhibitor project, biochemical, FAM/TAMRA oligo cleavage fluorescence; recombinant A3A, FAM/TAMRA ssDNA deamination fluorescence; AID 493011, 2011; 0.41% of 330,000 active; DNA dC->dU-editing enzyme APOBEC-3A (Homo sapiens), P31941; inhibition, % at 20 µM;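 active means at least 40% inhibition at 20 µM here, with at most 30% in a related deaminase screen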;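 further: plate controls were A3A with DMSO for no effect and wells lacking A3A enzyme for full effect; some results filed as inactive read as strong as hits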
# Target sequence (P31941 whole entry, looked up): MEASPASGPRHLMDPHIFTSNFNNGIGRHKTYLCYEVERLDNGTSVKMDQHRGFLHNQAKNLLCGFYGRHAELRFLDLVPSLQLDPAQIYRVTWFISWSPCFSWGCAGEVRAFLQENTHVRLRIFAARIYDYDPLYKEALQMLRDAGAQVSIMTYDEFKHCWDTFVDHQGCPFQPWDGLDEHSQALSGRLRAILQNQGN
# SENP1 FRET inh – human SENP1 catalytic domain inhibitors, primary screen, biochemical, FRET, uHTS; Sentrin-specific protease 1 (Homo sapiens), Q9P0U3; recombinant SENP1 catalytic domain, CyPet-SUMO1-YPet FRET cleavage; inhibition, % at 10 µM; 0.21% of 360,000 active;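 active means inhibition at least 30% at 10 µM, raw YFP signal under a set limit, fluorescence ratio 0.5 to 1.5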;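 further: 0% = enzyme with DMSO and 100% = no enzyme wells; some results filed as inactive read as strong as hits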
# Target sequence (Q9P0U3 419-644 limits assumed): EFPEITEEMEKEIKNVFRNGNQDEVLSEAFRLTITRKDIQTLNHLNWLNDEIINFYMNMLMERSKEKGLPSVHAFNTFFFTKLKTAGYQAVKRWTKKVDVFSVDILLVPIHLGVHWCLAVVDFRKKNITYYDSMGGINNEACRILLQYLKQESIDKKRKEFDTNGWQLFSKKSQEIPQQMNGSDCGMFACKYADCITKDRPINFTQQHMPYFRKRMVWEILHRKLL
#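 Test system: recombinant human SENP1 catalytic domain, His6-tagged / Medium: pH 8 Tris buffer with EDTA, NaCl, BME, BSA, NP40, catalase / Also added: SUMO1 FRET substrate flanked by Cypet and Ypet, 25 nM / Times: 50 min reaction at room temperature / Signal: FRET, CFP and YFP emission / Control set: no-enzyme low control and enzyme-plus-DMSO high control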
# hIAP activ – human IAP activators, primary screen, biochemical, luminescence, uHTS; activation factor at 10 µM; Intestinal-type alkaline phosphatase (Homo sapiens), P09923; 0.16% of 330,000 active; purified human IAP, CDP-Star luminescence, 30 min; active compounds read high; 1 = vehicle-only enzyme, 0 = enzyme-free background;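 active means activation factor of the enzyme at least 2-fold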; further: the source names both 10 and 20 µM as test concentration; values of inactives mirror those of a sister screen read the other way
# Active calls of the source: *; x = not tested or not shown. A portion of the library; count on the stated rates, not on these rows.
SMILES,hIAP block,NALP3 yeast inh,mIAP block,beta cell repl,APOBEC3G inh,mIAP act,A3A deaminase,SENP1 FRET inh,hIAP activ
COc1cc(/C=N/Nc2nc(N3CCCC3)nc(N3CCCC3)n2)ccc1O,20,-15,-2,-1,0,1,0,-1,0.81
Cc1ccc(C(C)C)c(OCCNC(=S)Nc2cccc3ccccc23)c1,-4,16,-130,-6,-7,2.3*,-1,0,1
Cc1ccc(CN2CCN(Cc3ccc(OC(C)C)cc3)CC2CCO)o1 (stereo not given),-2,9,-1,-4,-7,1,-1,-1,1
CC(C)(O)c1ccc2c(c1)CCC1C(C)(C(=O)O)CCCC21C (stereo not given),-8,4,-4,4,0,1,-1,-1,1.1
CCOC(=O)CC1=NC(=O)CS1,-10,9,-3,-3,-6,1,-2,2,1.1
COc1ccc(CN2CCC(n3nccc3NC(=O)C3CC3)CC2)cc1O,-5,10,4,4,-7,0.96,-5,2,1.1
C=CCN(c1ccc(C(=O)Nc2cccc([N+](=O)[O-])c2)cc1)S(C)(=O)=O,7,-1,5,-1,-7,0.95,-1,0,0.93
COC(=O)c1ccccc1NC(=O)c1cc(C2CC2)on1,3,7,-10,-2,-10,1.1,-3,1,0.97
COc1ccc(N(CC(=O)NCc2ccc(F)cc2)C(=O)CCC(=O)Nc2ccccn2)cc1,-7,3,-8,-3,-7,1.1,0,2,1.1
Cc1ccc(N(C(=O)c2csnn2)C(C(=O)NCc2ccccc2)c2cccnc2)cc1 (stereo not given),-6,-1,8,-2,-6,0.92,-1,4,1.1
COc1ccc(-c2[nH]ncc2CN(C)CCN2CCOCC2)cc1F,-8,10,6,2,-8,0.94,-4,-1,1.1
CC[C@]12c3[nH]c4cc(CCC(=O)N(C)C)ccc4c3CCN1C(=O)[C@@H](CC(=O)NCc1cccc(C(F)(F)F)c1)C[C@@H]2C(=O)N1CCN(C(=O)c2ccco2)CC1,x,x,-13,x,1,1.1,1,1,x
CN(Cc1cccs1)C(=O)Cc1csc(-c2ccccc2)n1,-5,18,9,-3,-8,0.91,-3,-5,1.1
Cc1ccc2c(c1)nnn2C1CCN(CC(=O)NCCc2nc3ccccc3[nH]2)CC1,-17,11,10,-3,-3,0.9,0,2,1.2
Cc1ccc(C2c3[nH]c4ccccc4c3C[C@H]3C(=O)N(c4ccccc4C(=O)NCCCN4CCOCC4)C(=O)N23)cc1 (stereo not given in full),12,13,-9,-5,-7,1.1,1,-15,0.89
O=C(O)C1CC(=O)N(CCc2ccccc2)C1 (stereo not given),-32,14,-2,-2,4,1,4,1,1.3
COc1ccc(-c2noc(CCC(=O)NCCCN3CCC(Cc4ccccc4)CC3)n2)cc1,-26,-3,1,-4,-3,0.99,-1,0,1.3
COc1ccc(/C=N/n2nnnc2N)c(OC)c1,19,15,-1,-2,-5,1,0,2,0.81
CC(=O)NS(=O)(=O)c1ccc(NC(=O)CN2C(=O)C3C4C=CC(C4)C3C2=O)cc1 (stereo not given),9,3,5,0,0,0.95,0,2,0.91
Cn1c(=O)c2c(Nc3ccc(F)cc3)cc(=O)n(-c3ccccc3)c2n(C)c1=O,-7,16,8,0,-7,0.92,-3,1,1.1
CCN1C(=O)N/C(=C/c2ccc(C)o2)C1=O,-2,16,4,0,3,0.95,2,1,1
COc1ccc(S(=O)(=O)NC(C)(C)C)cc1-c1nnc2c3ccccc3c(C)nn12,-5,-19,4,3,-1,0.96,4,1,1
COc1ccc(C2CC(c3cccs3)=NN2C(=O)CSc2nc(=O)n3cc(C)ccc3n2)cc1 (stereo not given),-4,12,0,-7,3,0.99,4,-11,1
O=C(Nc1cccc(-c2nc3ncccc3o2)c1)c1ccco1,8,18,1,-2,-2,0.99,0,0,0.93
COc1ccccc1N1C(=O)C2C3CC(c4ccccc4)C(C3)C2C1=O (stereo not given),-10,-11,-5,0,-3,1.1,0,4,1.1
Cc1ccc2nc(SCC(=O)N3CCCCCC3)nc(=O)n2c1,-8,7,2,0,-9,0.98,-4,2,1.1
COCCN(Cc1cc2cc(C)c(C)cc2nc1Cl)C(=O)N1CCOCC1,0,10,10,-3,-1,0.9,2,2,1
O=C(C1CCN(S(=O)(=O)c2cccc3nsnc23)CC1)N1CCCc2ccccc21,5,14,-3,-3,-3,1,0,0,0.95
C/C(Cl)=C/Cn1c(NCCCn2ccnc2)nc2c1c(=O)[nH]c(=O)n2C,-23,14,5,0,-12,0.95,-6,1,1.2
CCN1C(=O)CC2(C[N+]3(C)CCC2CC3)C1=O (stereo not given),9,3,-9,0,-7,1.1,-2,0,0.91
CC(C)C(NS(=O)(=O)c1cccc(C(F)(F)F)c1)C(=O)O (stereo not given),4,-8,6,0,-5,0.94,-4,-3,0.96
COc1ccc(N(CC(=O)NCCSC2CCCCC2)S(C)(=O)=O)c(OC)c1,-12,-7,-4,-1,-7,1,-5,3,1.1
Cc1c(C(=O)NCCN2C(=O)S/C(=C\c3cccs3)C2=O)cccc1[N+](=O)[O-],-14,0,10,2,-5,0.9,-4,5,1.1
CN(C)c1ccc(C(C[N+](=O)[O-])c2c(N)n(C)c(=O)n(C)c2=O)c(F)c1C#N (stereo not given),11,24,7,-7,-8,0.93,-1,-2,0.89
O=C(CSc1nccc(=O)[nH]1)NC1CCCC1,-3,16,7,0,-8,0.93,-4,1,1
CC(C)CN(CCNC(=O)CN1C(=O)COc2ccc(S(=O)(=O)N3CCOCC3)cc21)CC(C)C,12,10,-16,0,-3,1.2,-3,2,0.88
Cc1nnc2sc(-c3ccc(NC(=O)CSc4ccc(Cl)cc4)cc3)nn12,8,13,10,-4,-3,0.9,1,-3,0.92
Cc1cccc2c1-c1sc(C(=O)Nc3ccccc3N3CCN(C)CC3)cc1CO2,8,55*,16,-7,-1,0.84,4,-2,0.92
c1ccc(Cn2cc(-c3cccnc3)cn2)cc1,-6,46,-1,-2,-3,1,0,0,1.1
Cc1ccc(NC2CCCN(C(=O)c3ccccc3N3CCOCC3)C2)cc1C (stereo not given),0,5,2,-4,-5,0.98,-7,1,1
O=[N+]([O-])c1ccc(N2CCN(CCO)CC2)c2ncccc12,12,1,2,2,-4,0.98,-1,-1,0.88
COc1cccc(NS(=O)(=O)c2ccc(S(=O)(=O)N3CCOCC3)cc2)c1,14,14,-1,2,-4,1,-2,2,0.86
COc1cc(/C=N/NC(=O)c2ccc(NC(=O)C3CC3)cc2)ccc1OC(C)=O,-16,8,-1,-2,-2,1,1,0,1.2
O=C(Nc1ccc(S(=O)(=O)Nc2nccs2)cc1)c1nn(-c2ccccc2)ccc1=O,16,13,8,-3,11,0.92,-15,5,0.84
CC1CC(C)CN(c2ncc3c(n2)CC(c2ccccc2Cl)CC3=O)C1 (stereo not given),8,25,0,-7,-4,1,-3,-2,0.92
CCc1ccc(C(=O)C(C)OC(=O)c2nc3nc(C)cc(C)n3n2)cc1 (stereo not given),-10,15,-4,2,-10,1,9,0,1.1
CC(C)N1C(=O)C2C(C(=O)NCc3ccccc3)C3C=CC2(O3)C1C(=O)NC(C)(C)C (stereo not given),5,-6,5,5,-5,0.95,-3,3,0.95
CCOC(=O)c1c(SC)[nH]c2c(Cl)cccc2c1=O,12,0,-12,-2,-5,1.1,-1,-2,0.88
Fc1ccccc1NC(=S)Nc1cccc2cnccc12,9,34,8,-6,22,0.92,1,-18,0.91
O=C(N/N=C/c1cccn1-c1ccc([N+](=O)[O-])cc1)C(O)c1ccccc1 (stereo not given),-30,5,2,-3,-1,0.98,0,2,1.3
CN(C)c1nc2n(c(=O)n1)CCO2,-3,11,-14,-2,-7,1.1,-1,-1,1
CCCCc1nc(SCC(=O)Nc2ccc(S(N)(=O)=O)cc2)n[nH]1,6,8,5,-3,-4,0.95,0,2,0.94
COc1ccc(CN(C)C(=O)Cc2ccc(OC)c(S(=O)(=O)N3CCOCC3)c2)cc1OC,13,1,5,1,-6,0.95,-4,0,0.87
O=[N+]([O-])c1cccc2ccc(/C=C/c3cccc(Br)c3)nc12,16,12,11,-3,-4,0.89,-1,9,0.84
C/C(=N/N1CCN(c2ccccn2)CC1)c1cccc([N+](=O)[O-])c1,7,1,-2,2,-2,1,2,1,0.93
Cn1c(CC(=O)Nc2ccc(F)cc2)nnc1SCC(=O)NC1CCCCC1,-9,12,-6,0,-7,1.1,0,1,1.1
COc1cc(SC)ccc1C(=O)NC1CCCc2ccccc21 (stereo not given),-16,19,0,-1,-3,1,-4,0,1.2
CC(=O)Nc1ccc(S(=O)(=O)N2CCCC(C(=O)N3CCN(c4ccccc4)CC3)C2)cc1 (stereo not given),3,24,10,-2,0,0.9,1,1,0.97
C/C(CC(=O)Nc1ccccc1F)=N\NC(=O)Cc1ccc(Cl)cc1,2,20,10,0,4,0.9,-6,3,0.97
CCOC(=O)[C@@H]1[C@H]2COc3ccc(Br)cc3[C@@H]2N2C(=O)N(c3ccc(C)cc3)C(=O)[C@@]12C,-10,2,-5,-4,-2,1.1,3,1,1.1

# With a hit mark in NALP3 yeast inh, among the entries above:
smiles | hIAP block | NALP3 yeast inh | mIAP block | APOBEC3G inh | mIAP act | A3A deaminase | SENP1 FRET inh | hIAP activ
Cc1cccc2c1-c1sc(C(=O)Nc3ccccc3N3CCN(C)CC3)cc1CO2 | 8 | 55* | 16 | -1 | 0.84 | 4 | -2 | 0.92

# (more compounds)
SMILES,hIAP block,NALP3 yeast inh,mIAP block,beta cell repl,APOBEC3G inh,mIAP act,A3A deaminase,SENP1 FRET inh,hIAP activ
COc1ccc2[nH]c(C(=O)N3CCCN(Cc4ccc(F)cc4)CC3)cc2c1,5,28,4,0,-6,0.96,-3,1,0.95
COc1cc(C(=O)OCC(=O)Nc2c(C)n(C)n(-c3ccccc3)c2=O)c([N+](=O)[O-])cc1OC,-37,10,-5,3,-9,1,0,3,1.4
Cc1nn(C)c(Cl)c1NC(=O)OCc1ccc(F)cc1,0,20,-6,-3,0,1.1,2,3,1
Cc1ccc(CCN2CC(C(=O)NCCCOC(C)C)CC2=O)cc1 (stereo not given),-2,5,8,0,-2,0.92,-1,0,1
C=CCOc1cccc(C(=O)N2CCCC(Nc3ccc4c(c3)OCCO4)C2)c1 (stereo not given),-2,21,-8,-2,-6,1.1,-3,1,1

# Screening results as filed in PubChem.
